OXTR agonist = human OXTR agonism; CHO-OTR cells, Fluo-8 calcium fluorescence; normalized: DMSO 0%, oxytocin 100%; activation, % at 3 µM; 0.32% of 320,000 active; AID 2435;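 active means activation above the mean of all tested compounds plus 3 SD, cutoff set per screening run, cut at about 20% in these data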;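 further: peak over basal fluorescence ratio from a 100 s FLIPR kinetic read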
Target sequence (P30559 whole entry, looked up): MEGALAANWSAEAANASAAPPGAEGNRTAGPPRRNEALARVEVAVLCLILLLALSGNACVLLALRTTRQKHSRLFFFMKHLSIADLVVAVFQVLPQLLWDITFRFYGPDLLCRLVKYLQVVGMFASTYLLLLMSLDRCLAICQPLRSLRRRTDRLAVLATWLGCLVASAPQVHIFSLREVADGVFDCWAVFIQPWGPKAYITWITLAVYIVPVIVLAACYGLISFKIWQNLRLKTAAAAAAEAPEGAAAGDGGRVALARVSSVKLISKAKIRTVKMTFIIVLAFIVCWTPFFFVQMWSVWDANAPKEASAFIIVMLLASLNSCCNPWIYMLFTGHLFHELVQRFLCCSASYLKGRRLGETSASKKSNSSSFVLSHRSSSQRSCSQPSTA
CHRM1 antagonist = antagonists of human M1 muscarinic receptor; inhibition, % at 3 µM; 1.3% of 360,000 active; CHO-K1 hM1, Fluo-8 calcium fluorescence, ACh EC80 antagonist;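 active means percent inhibition above its own plate's cutoff, namely the mean of that plate's compound wells plus 3 SD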;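 further: peak over basal fluorescence ratio during 140 s after agonist addition; 0% = ACh EC80 plus DMSO and 100% = DMSO alone without agonist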
Target sequence (P11229 whole entry, looked up): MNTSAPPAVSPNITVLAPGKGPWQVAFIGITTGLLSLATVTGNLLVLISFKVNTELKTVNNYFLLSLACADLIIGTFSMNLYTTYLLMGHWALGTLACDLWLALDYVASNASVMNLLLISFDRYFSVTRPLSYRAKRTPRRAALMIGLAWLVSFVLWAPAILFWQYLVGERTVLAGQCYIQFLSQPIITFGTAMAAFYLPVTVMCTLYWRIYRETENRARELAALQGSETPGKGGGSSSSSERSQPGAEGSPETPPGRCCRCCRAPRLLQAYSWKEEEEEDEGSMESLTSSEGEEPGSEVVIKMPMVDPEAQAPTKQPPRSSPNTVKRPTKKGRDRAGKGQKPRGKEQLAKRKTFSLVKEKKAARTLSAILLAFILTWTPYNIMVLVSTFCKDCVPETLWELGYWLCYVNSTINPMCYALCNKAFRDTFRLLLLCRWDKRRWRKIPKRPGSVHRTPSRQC
OXTR potentiator = potentiators of human oxytocin receptor. P30559. CHO-OTR cells, Fluo-8 calcium fluorescence, potentiator mode; 0% = oxytocin EC15, 100% = EC100. activation, % at 3 µM. 0.061% of 320,000 active. AID 2445;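 active means activation above that plate's cutoff, the mean activation of tested compounds plus 3 SD, cut at about 6.6% in these data, passing the limit was not always enough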;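 further: 100% uses oxytocin at 75 nM as the full agonist control; some results filed as inactive read as strong as hits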
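assay system = CHO-OTR cells, human receptor | schedule = compound 6 min at room temperature before oxytocin, 100 s read | detection = Fluo-8 intracellular calcium fluorescence, ex 470-495, em 515-575 nm | evaluation = normalized max/min fluorescence ratio, % activation | control set = EC15 oxytocin alone as 0%, 75 nM oxytocin (EC100) as 100%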
V1aR counter = V1a receptor agonism, counter-screen for OXTR agonists; P37288; CHO-V1R cells, Fluo-8 calcium fluorescence, agonist mode; 0% DMSO, 100% 3 nM vasopressin; activation, % at 3 µM; 0.25% of 320,000 active;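 active means activation above the mean activation of all tested compounds plus 3 SD, per screening run, cut at about 20% in these data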;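 further: signal is peak over basal fluorescence ratio across a 100 second FLIPR read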
TAAR1 agonist = agonists of human TAAR1 | Q96RJ0 | CHO RD-HGA16 TAAR1, Fluo-8 calcium fluorescence; vehicle wells 0%, saturating PEA agonist 100% | activation, % at 3 µM | 0.99% of 360,000 active | AID 624467;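 active means activation above the mean activation of all test compounds in the run plus 3 SD, cut at about 38% in these data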
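Test system: RD-HGA16 (CHO) cells co-expressing Gα16 and hTAAR1; dosing: one-point dosing at 3 µM (nominal); timing: 17-24 h seeding, 75 min 37 °C dye, 30 min RT; signal: kinetic Fluo-8 calcium fluorescence; read-out basis: % activation relative to PEA EC100 response; controls: DMSO and PEA EC100; replicates: n 1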
TAAR1 antagonist = antagonists of human TAAR1; Q96RJ0; CHO RD-HGA16 TAAR1, Fluo-8 calcium fluorescence, antagonist; inhibition, % at 3 µM; 1.5% of 360,000 active; AID 624466;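 active means inhibition above a per-plate cutoff, the mean inhibition of test compounds on that plate plus 3 SD, cut at about 49% in these data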;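 further: 0% = DMSO plus EC80 beta-PEA response and 100% = DMSO alone without agonist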
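test system = CHO RD-HGA16 cells bearing hTAAR1 | replication = singlicate | controls = DMSO-only wells and EC80 β-PEA-stimulated wells | reagent = EC80 β-phenethylamine stimulus | read-out basis = percent inhibition of PEA-evoked calcium signal, max/basal emission ratio | schedule = seeding 17-24 h prior, 75-min 37 °C, 30-min RT dye loading | signal = kinetic Fluo-8 calcium fluorescence measurement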
CHO parental Ca = counter-screen for OX1R antagonists: effect in parental CHO cells; 0.63% of 330,000 active; AID 463079; inhibition, % at 5.6 µM; parental CHO-K1, ATP-induced calcium, Fluo-8 fluorescence;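 active means inhibition above that plate's mean sample inhibition plus 3 SD, cut at about 26% in these data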;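 further: 0% = ATP-challenged DMSO wells and 100% = DMSO wells without ATP; some compounds past the cut are filed as inactive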
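Assay system – parental CHO cells · Reagent – ATP stimulus · Detection – intracellular calcium via Fluo-8 no-wash fluorescent dye · Evaluation – percent inhibition of ATP-evoked calcium rise, normalized to controls · Controls – ATP wells versus no-ATP DMSO wells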
M1 ag = human M1 muscarinic receptor agonism; CHO-K1 hM1, Fluo-8 calcium fluorescence, agonist mode; 0% DMSO, 100% acetylcholine EC100; activation, % at 3 µM; 0.33% of 360,000 active; AID 588814;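 active means activation above the run's mean compound activation plus 3 SD, cut at about 16% in these data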;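 further: peak over basal fluorescence ratio within a 140 s kinetic read after compound addition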
M1 PAM = human CHRM1 positive allosteric modulation. P11229. CHO-K1 hM1, Fluo-8 calcium fluorescence, ACh EC20; 0% = ACh EC20, 100% = maximal ACh. activation, % at 3 µM. 0.088% of 360,000 active; in the data active means activation above about 19%, passing the limit was not always enough
* hit, by the source's call; nt = not tested or not shown. Random draw from the library. About 3.7% of those tested had a hit in this group.

SMILES | OXTR agonist | CHRM1 antagonist | OXTR potentiator | V1aR counter | TAAR1 agonist | TAAR1 antagonist | CHO parental Ca | M1 ag | M1 PAM
CCN(CC)C(=O)[C@H]1CC(CC(=O)NC/C=C(\C)CCC=C(C)C)C(=O)N2CCc3c([nH]c4ccccc34)[C@]12C (stereo partly drawn) | -1.2 | -11.6 | -4.0 | -1.0 | 0.0 | -26.9 | -35.3 | -5.4 | 4.0
COc1ccccc1NC(=O)C1CC(C)OC1=O (stereo not drawn) | 0.5 | 15.1 | -4.4 | 1.5 | 0.7 | -25.8 | -8.9 | -1.3 | -2.5
CC1(C(=O)NS(=O)(=O)C2CC2)CCCN(C(=O)c2ccco2)C1 (stereo not drawn) | nt | -9.1 | nt | nt | -0.2 | -0.7 | nt | 0.0 | 8.8
O=C(CN1CCCN(Cc2ccc(F)cc2)S1(=O)=O)NC1CCCC1 | -0.7 | 1.1 | -6.7 | 0.2 | 3.7 | -14.1 | -7.3 | -1.5 | 0.1
COc1ccccc1OCCCn1c(=O)sc2ccccc21 | -1.4 | -5.1 | -1.8 | -1.7 | 7.7 | -9.5 | -33.9 | -5.4 | 4.5
NC(=O)CC[C@@H]1NC(=O)[C@@H]2CCCN2C(=O)c2cc([N+](=O)[O-])cc(I)c2NCCCC[C@@H](C(=O)NC(CC(=O)O)C(N)=O)NC1=O (stereo partly drawn) | -0.1 | -4.8 | 2.1 | 1.3 | nt | nt | -5.7 | -2.2 | 14.0
O=C(Nn1c(Cc2ccccc2)nc2ccccc2c1=O)c1c(O)c2cccc3c2n(c1=O)CCC3 | 0.1 | -9.9 | -8.4 | -0.6 | 6.0 | 4.5 | 0.0 | -3.9 | 8.1
CC1=NN(c2nc3ccccc3[nH]2)C(=O)C1Cc1ccccc1 (stereo not drawn) | -0.3 | -8.6 | -3.3 | -1.9 | nt | nt | -14.3 | -4.9 | 6.4
COc1ccc(Cn2nnnc2C(c2cc3cc(C)ccc3[nH]c2=O)N2CCN(C)CC2)cc1 (stereo not drawn) | -0.8 | -10.0 | -13.3 | -0.1 | -0.9 | 7.8 | -13.6 | -6.5 | 14.7
Cc1cnc(NC(=O)CC(C)c2ccccc2)s1 (stereo not drawn) | -1.2 | 2.6 | 3.1 | -0.7 | 0.3 | 1.5 | -10.8 | -4.8 | -1.0
CCn1nc(NC(=O)C2CCCO2)c2cc3cccc(C)c3nc21 (stereo not drawn) | -3.4 | -6.9 | -8.4 | -2.4 | -2.3 | -51.0 | -14.6 | -6.2 | 1.4
CCOc1ccc(NC(=S)Nc2ccccc2C2(C)CC2)cc1 | 1.8 | 16.5 | 7.5 | 1.8 | 0.2 | -14.6 | -4.9 | -3.4 | -3.1
CCOc1ccc(-n2c(SCC(=O)NCc3ccco3)nc3ccccc3c2=O)cc1 | -1.2 | 0.9 | -1.7 | -0.4 | 3.4 | -13.3 | -14.4 | -3.7 | 5.9
CCOc1ccc(N=C(C)c2ccccc2O)cc1 | 0.9 | -6.4 | -13.1 | 0.8 | 3.7 | -0.8 | 6.3 | -7.1 | 7.1
O=C(CCCn1c(=S)[nH]c2cc3c(cc2c1=O)OCO3)NCc1ccccc1Cl | -1.9 | -4.2 | -11.1 | -0.7 | -0.3 | -14.2 | -2.5 | 1.5 | 8.1
COc1ccccc1/C=C/C=N/N1CCN(Cc2cccc3ccccc23)CC1 | -0.4 | 8.0 | -9.7 | 5.9 | 6.8 | -6.7 | -32.1 | -4.1 | -4.8
CCN(CC)S(=O)(=O)c1ccc2[nH]cc(C(=O)NC3CC3)c(=O)c2c1 | 1.8 | -3.8 | 0.1 | 0.6 | -0.5 | 5.3 | -11.7 | -3.5 | 4.6
Cc1cc(NS(=O)(=O)c2ccc(NC(=O)CNS(=O)(=O)c3ccccc3)cc2)nc(C)n1 | -0.4 | -24.7 | -5.9 | 0.0 | 0.6 | -4.2 | -5.7 | 1.6 | 15.1
CSc1ccc(CCNS(=O)(=O)c2csc(C(N)=O)c2)cc1 | 4.1 | 8.7 | -6.2 | 4.8 | 2.6 | -19.5 | -10.4 | -1.6 | -6.4
O=C(COc1cccc(C(F)(F)F)c1)Nc1cccc(S(=O)(=O)NC2=NCCCCC2)c1 | nt | 5.0 | nt | nt | 6.0 | 27.3 | nt | 0.1 | -8.8
COc1ccc(OCC(=O)Nc2ccccc2O)cc1 | 2.3 | -3.7 | -7.9 | 3.1 | nt | nt | -8.1 | -2.4 | 2.7
Clc1ccc(OCCn2ccnc2)c(Br)c1 | 3.9 | -15.0 | -7.5 | 1.5 | 15.9 | 4.1 | -1.7 | -3.6 | 4.5
Cc1ccc(-n2c(Cc3cccs3)nnc2SCC(=O)Nc2ccc(S(N)(=O)=O)cc2)cc1 | -1.8 | 6.7 | -12.9 | -0.3 | -1.5 | -5.4 | -24.0 | -0.8 | 12.5
CN(C)/C=C/C(=O)c1cnc(-c2ccccn2)s1 | -0.3 | -7.0 | -2.2 | -0.5 | 1.4 | -30.8 | -13.1 | -0.2 | 10.0
CCN(CC)S(=O)(=O)c1ccc(C)c(NC(=O)COC(=O)CCC(=O)c2cccs2)c1 | 1.1 | -6.9 | -5.4 | 2.6 | 3.7 | -7.1 | -26.1 | -3.8 | 1.7
CC(C)=C(NC(=O)c1ccccc1)C(=O)NCCCC(=O)O | 1.2 | -19.2 | -7.6 | 0.0 | 0.7 | 13.0 | -4.1 | 0.9 | 7.5
CCOc1ccccc1NC(=O)c1ccc(CN2CCc3ccccc3C2)cc1 | -1.9 | -9.0 | -6.2 | -0.2 | 2.0 | 3.5 | -28.4 | -8.3 | -4.5
COc1ccc(S(=O)(=O)N2CCCCC2)cc1C(=O)N1CCCCCC1 | -0.4 | 7.4 | 2.0 | -0.1 | 7.7 | -22.8 | -16.1 | 0.4 | 8.4
O=C1CCCCN1CCC(=O)N1CCCC(N2CCN(c3ccccc3)CC2)C1 (stereo not drawn) | -0.3 | -10.7 | -0.5 | 0.6 | 0.1 | -5.9 | -9.2 | -3.6 | 7.8
COc1ccccc1OCCNC(=O)c1ccc2c(c1)CCC2 | 0.9 | -0.1 | -5.5 | -0.6 | 3.2 | 6.3 | -6.4 | -3.5 | 7.0
O=C(CCN1C(=O)/C(=C/c2ccccc2)SC1=S)Nc1cccnc1 | 3.9 | -1.4 | -26.0 | 6.4 | 6.8 | 26.9 | -26.9 | -0.2 | -1.5
O=C(CCCn1c(SCC(=O)c2ccc(F)cc2)nc2ccccc2c1=O)NCc1ccco1 | -1.4 | -8.9 | 2.1 | -0.2 | 4.6 | 15.8 | -24.1 | 0.5 | 7.2
CCOCC(=O)Nc1c(C(=O)Nc2ccc3c(c2)OCO3)oc2ccccc12 | -3.2 | 24.5 | -3.0 | -1.2 | -0.2 | 0.2 | -21.6 | -2.7 | -11.1
O=C(NCc1ccccc1)c1cc[n+](CC(=O)c2cccs2)cc1 | 0.5 | -8.2 | -8.1 | 0.3 | 4.5 | -7.4 | 4.8 | -8.7 | 3.9
O=c1cc(N2CCCCC2)c(-c2ccccc2)nn1Cc1cccc(F)c1 | -1.6 | -10.7 | -11.3 | -1.0 | 4.5 | -0.6 | -8.6 | -7.9 | 6.8
CCc1ccc(/C=C2\SC(N3CCCC3)=NC2=O)cc1 | -0.6 | -5.5 | 2.0 | -1.3 | -3.5 | -1.5 | -11.5 | -7.3 | 7.2
Nc1ccccc1Nc1ccccc1 | -2.9 | 6.6 | -3.4 | -0.7 | 5.6 | -1.4 | -24.1 | -4.0 | -6.1
CCNc1nc(NCC)n2c(SCC(=O)Nc3ccc(C)c(C)c3)nnc2n1 | -1.6 | -6.5 | -4.7 | -0.4 | 0.8 | -7.8 | -25.5 | -2.8 | 8.7
Cc1ccc(C(C)C)c(O)c1C(=O)O | nt | -25.4 | nt | nt | -0.1 | 6.2 | nt | -1.2 | 4.8
CC1(Cc2ccc(Cl)cc2)C(=O)Nc2ccc(S(=O)(=O)NC3CCCCC3)cc21 (stereo not drawn) | nt | -12.3 | nt | nt | 17.6 | 6.7 | nt | 3.0 | 9.2
COc1cc(O)c(C(CC(=O)N2CCOCC2)c2ccc(N(C)C)cc2)c(OC)c1 (stereo not drawn) | 0.4 | 3.9 | -5.3 | -0.1 | 1.7 | -14.7 | 1.4 | -5.5 | -1.4
O=C(/C=C/[C@H]1O[C@@H](n2cnc3c(NC(=O)c4ccccc4)ncnc32)[C@H](O)[C@@H]1O)NCC1CCCCC1 | nt | 3.8 | nt | nt | 0.7 | -0.7 | nt | -9.1 | 0.1
C[C@H](NC(=O)C1CCN(S(=O)(=O)c2ccccc2)CC1)C(=O)NCc1cccc(C(F)(F)F)c1 | 3.1 | 1.3 | -5.6 | 4.0 | 14.0 | -29.8 | -16.2 | -1.0 | 0.8
CCN(Cc1ccc(O)cc1)CC1CCCN(CCc2cccc(F)c2)C1 (stereo not drawn) | 0.7 | -16.7 | -4.2 | 1.1 | -0.8 | -3.3 | 6.3 | -8.3 | 3.4
COc1ccccc1CNC(=O)C(C)Sc1ccc(C)cc1 (stereo not drawn) | -2.2 | -11.3 | 1.4 | -1.6 | 3.3 | -6.3 | -28.4 | -14.4 | 12.9
CC(=O)c1cccc(-c2ccnc3c2CC(C(=O)Nc2cccc(NS(C)(=O)=O)c2)O3)c1 (stereo not drawn) | nt | -4.4 | nt | nt | 1.8 | 10.2 | nt | -3.3 | 2.1
Cc1c(CC(=O)O)c(=O)oc2cc3occ(-c4ccc(F)cc4)c3cc12 | -0.4 | -17.2 | -3.7 | 0.1 | -1.0 | -4.9 | -12.1 | -0.4 | 23.8

3 records drawn at random from those above:
SMILES | OXTR agonist | CHRM1 antagonist | OXTR potentiator | V1aR counter | TAAR1 agonist | TAAR1 antagonist | CHO parental Ca | M1 ag | M1 PAM
C[C@H](NC(=O)C1CCN(S(=O)(=O)c2ccccc2)CC1)C(=O)NCc1cccc(C(F)(F)F)c1 | 3.1 | 1.3 | -5.6 | 4.0 | 14.0 | -29.8 | -16.2 | -1.0 | 0.8
Cc1c(CC(=O)O)c(=O)oc2cc3occ(-c4ccc(F)cc4)c3cc12 | -0.4 | -17.2 | -3.7 | 0.1 | -1.0 | -4.9 | -12.1 | -0.4 | 23.8
CC(=O)c1cccc(-c2ccnc3c2CC(C(=O)Nc2cccc(NS(C)(=O)=O)c2)O3)c1 (stereo not drawn) | nt | -4.4 | nt | nt | 1.8 | 10.2 | nt | -3.3 | 2.1
